Tb PGK inh – blocks T. brucei phosphoglycerate kinase; P07378; AID 602233; PGK/GAPDH coupled, Kinase-Glo luminescence, 60 min; Potency, µM (highest dose often 57.5 µM), inactives show at the highest dose activity change, negative = inhibition, hits mostly inhibitors; 380,000 compounds, 0.043% hits; also: nearly all actives have a fitted effect of over 60% in size
Target sequence (P07378 whole entry, looked up): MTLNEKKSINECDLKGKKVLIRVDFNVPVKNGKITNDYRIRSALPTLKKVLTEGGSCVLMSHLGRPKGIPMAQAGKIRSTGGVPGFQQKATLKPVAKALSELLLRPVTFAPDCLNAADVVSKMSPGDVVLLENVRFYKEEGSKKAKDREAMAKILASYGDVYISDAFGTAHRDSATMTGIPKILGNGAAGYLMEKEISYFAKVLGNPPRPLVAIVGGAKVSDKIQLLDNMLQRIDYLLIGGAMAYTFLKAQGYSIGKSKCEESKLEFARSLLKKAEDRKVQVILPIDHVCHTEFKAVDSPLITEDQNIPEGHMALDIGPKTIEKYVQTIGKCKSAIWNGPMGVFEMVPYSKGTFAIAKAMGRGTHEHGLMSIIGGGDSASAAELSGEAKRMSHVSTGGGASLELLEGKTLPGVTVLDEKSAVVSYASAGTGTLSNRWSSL
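Luminescent ATP detection (Kinase-Glo Plus) follows a 60-minute room-temperature incubation, with wells lacking PGK as controls. Buffer: 100 mM TEA (pH 7.6), 5 mM MgCl2, 0.01% Tween-20. Coupling enzyme GAPDH (100 nM final) supplies unstable 1,3-BPG in-well.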
BLM helicase inh – Bloom syndrome helicase (human) inhibition. P54132. recombinant BLM DNA unwinding, fluorescence dequenching. Potency, µM (titrated, usually from 56.1 µM), without a hit: at the highest dose activity change, negative = inhibition, most hits filed as inhibitors. 350,000 compounds, 0.2% hits;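 also: plate controls were vehicle for no effect and no enzyme for full effect; nearly all actives have a fitted effect of over 35% in size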
G9a inh – G9a (human) methyltransferase inhibition; Q96KQ7; Potency, µM (highest dose often 102 µM), inactives show top-dose activity, negative = inhibition, usual class: inhibitors; AID 504332; G9a H3K9 monomethylation, AlphaScreen, 2 h; 350,000 compounds, 8.8% hits; also: nearly all actives have a fitted effect of over 75% in size
Target sequence (Q96KQ7 913-1193 limits assumed): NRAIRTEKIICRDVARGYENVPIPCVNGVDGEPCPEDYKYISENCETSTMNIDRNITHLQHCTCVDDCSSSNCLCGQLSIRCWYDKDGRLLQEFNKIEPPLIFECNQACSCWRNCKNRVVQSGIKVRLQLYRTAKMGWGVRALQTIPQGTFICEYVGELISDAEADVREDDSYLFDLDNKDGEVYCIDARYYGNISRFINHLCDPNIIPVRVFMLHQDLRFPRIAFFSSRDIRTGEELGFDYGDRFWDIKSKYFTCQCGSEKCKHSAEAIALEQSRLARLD
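Step 1: enzyme (final 20 nM) with compound, 15 min RT. Step 2: substrate peptide 500 nM and SAM 20 uM, 2 h RT. Step 3: anti-H3K9me1 antibody and AlphaScreen beads, 10 min, then plate read.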
GLS inhibitor – blocks human kidney-isoform glutaminase activity. O94925. GLS enzymatic activity, qHTS titration. Potency, µM (top dose mostly 45.5 µM), for the others: at the highest dose activity change, negative = inhibition, most hits filed as inhibitors. 410,000 compounds, 0.21% hits. AID 624170
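hKGA in 45 mM KH2PO4 pH 8.2, 0.02% Tween-20 with pin-transferred compounds; 1 mM L-glutamine (stock) plus glutamate oxidase/HRP/Amplex Red coupling added. Fluorescence read initially and after 30 min at RT.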
Active calls of the source: *; i = inactive; ? = inconclusive; . = not tested or not shown; & = joins results of further samples; [ ] = another dose, or the depositor's remark. Calls follow the shape of the dose curve; as a rule, active = well fitted curve in the direction sought with a large enough effect; inconclusive = small, poorly fitted or top-dose-only effect, or another doubt; inactive = no such curve, though single readings can be large; an effect the other way counts as inactive or inconclusive. Unless noted, % is scaled to controls: 0 for no effect and ±100 for the full control effect; potency is read from the fitted curve at half-maximal effect. A portion of the library; count on the stated rates, not on these rows.

SMILES	Tb PGK inh	BLM helicase inh	G9a inh	GLS inhibitor
CO[C@H]1[C@H](O[C@H]2O[C@@H](C)[C@@H](O[C@@H]3C[C@](C)(O)[C@H](O)[C@H](C)O3)[C@@H](N(C)C)[C@@H]2O)[C@@H](CC=O)C[C@@H](C)[C@@H](O[C@H]2CC[C@H](N(C)C)[C@H](C)O2)/C=C\C=C/C[C@@H](C)OC(=O)C[C@H]1O	.	5%[21.4 µM]	35%[21.5 µM]	10%[20 µM]
C[C@@H]1C(SC2Cn3cnc[n+]3C2)=C(C(=O)[O-])N2C(=O)[C@H]([C@@H](C)O)[C@@H]12 (some centres not stated)	.	-10%	32%[59 µM]	-11%
CCCC(=O)OC[C@@H](OC(=O)CCC)[C@@H](OC(=O)CCC)[C@H](Cn1c2nc(=O)[nH]c(=O)c-2nc2cc(C)c(C)cc21)OC(=O)CCC	.	-4%	-28%[12.7 µM]	3%
CN[C@@H]1[C@H](O[C@@H]2O[C@H](CO)[C@@H](N)[C@H](O)[C@@H]2O)O[C@H]2C[C@@H](N)[C@@H](O[C@H]3[C@@H](O)[C@H](O)[C@H](N)C[C@@H]3N)O[C@H]2[C@H]1O	.	-4%[21.4 µM]	43%[21.5 µM]	-4%[20 µM]
O=c1ccn(C2OC(COP(=O)(O)OC3C(CO)OC(n4ccc(=O)[nH]c4=O)C3O)C(O)C2O)c(=O)[nH]1 (configuration not stated)	.	0%	-5%[12.7 µM]	6%
CC1(C)S[C@@H]2[C@H](NC(=O)Cc3ccccc3)C(=O)N2[C@@H]1C(=O)O	.	6%	25%[59 µM]	13µM*
CNC1CC(N)[C@H](O)[C@@H](O[C@@H]2OC(CO)C3OC4(OC(C(N)CO)C(O)C(O)C4O)O[C@@H]3[C@H]2O)C1O (some centres not stated)	.	-7%	18%[59 µM]	-14%
Clc1ccc(C(Cn2ccnc2)OCc2ccsc2Cl)c(Cl)c1 (configuration not stated)	.	-8%	-29%[12.7 µM]	0%
CS(=O)(=O)c1ccc([C@@H](O)[C@@H](COC(=O)CN)NC(=O)C(Cl)Cl)cc1	.	1%	3%[12.7 µM]	6%
O=C1c2ccccc2C(=O)C1c1ccc(F)cc1	.	0%	?	11%
CC1=C[C@@H](O)CC(C)(C)[C@@H]1/C=C/C(C)=C/C=C/C(C)=C/C=C/C=C(C)/C=C/C=C(C)/C=C/C1=C(C)C[C@H](O)CC1(C)C	.	-6%	?	-13%
CC1OC(OC2CCC3(C)C(CCC4C3CC(O)C3(C)C(C5=CC(=O)OC5)CCC43O)C2)CC(O)C1OC1CC(O)C(OC2CC(O)C(OC3OC(CO)C(O)C(O)C3O)C(C)O2)C(C)O1 (configuration not stated)	.	1%	28%[59 µM]	7%
CCCCCCCCCCCCCC[n+]1ccc(C)cc1	.	-11%	?	0%
C=C1CCC2[C@](C)(CO)C(O)CC[C@]2(C)C1C/C=C1/C(=O)OCC1O (some centres not stated)	.	-11%	17%[59 µM]	1%
CC(C)CCC[C@@H](C)[C@H]1CC[C@H]2[C@@H]3CC[C@@H]4C[C@H](O)CC[C@]4(C)[C@H]3CC[C@]12C	.	0%	-1%[12.7 µM]	3%
C=C1C(CCl)(CCl)C2(Cl)C(Cl)C(Cl)C1(Cl)C2(Cl)Cl (configuration not stated)	.	-2%	?	-3%
O=C(Nc1ccccc1)OC[C@H](CN1CCCCC1)OC(=O)Nc1ccccc1	.	-3%[21.4 µM]	26%[21.5 µM]	15%[20 µM]
CN1CCCN=C1/C=C\c1cccs1	.	2%[21.4 µM]	5%[21.5 µM]	-3%
CC[C@@H]1/C=C(\C)C[C@H](C)C[C@H](OC)[C@H]2O[C@@](O)(C(=O)C(=O)N3CCCC[C@H]3C(=O)O[C@H](/C(C)=C/[C@@H]3CC[C@H](Cl)[C@H](OC)C3)[C@H](C)[C@@H](O)CC1=O)[C@H](C)C[C@@H]2OC	.	0%	-16%[12.7 µM]	14%
O=C1CC[C@H](C(=O)N[C@@H]2C[C@H]2c2ccccc2)N1	.	2%	0%[12.7 µM]	19%
NCCC(O)(P(=O)(O)O)P(=O)(O)O	.	0%&-11%	33%[59 µM]	-4%
C/C(=C(/CCO)SSC[C@@H]1CCCO1)N(C=O)Cc1cnc(C)nc1N	.	2%[21.4 µM]	-40%[21.5 µM]	-1%
CC(=O)N(CC(O)CN(C(C)=O)c1c(I)c(C(=O)NC[C@@H](O)CO)c(I)c(C(=O)NC[C@@H](O)CO)c1I)c1c(I)c(C(=O)NC[C@@H](O)CO)c(I)c(C(=O)NC[C@@H](O)CO)c1I	.	6%[21.4 µM]	32%[21.5 µM]	?
CCN(CC)CCOCCOC(=O)C(CC)(CC)c1ccccc1 (tested in a mixture with another compound)	.	-13%	-1%[59 µM]	4%
O=C(O)Cc1nn(Cc2ccc(Br)cc2F)c(=O)c2ccccc12	.	3%	5%[12.7 µM]	-31%

Complete entries as entered above:
Entry for NCCC(O)(P(=O)(O)O)P(=O)(O)O = Tb PGK inh = .; BLM helicase inh = 0%&-11%; G9a inh = 33%[59 µM]; GLS inhibitor = -4%
Entry for Clc1ccc(C(Cn2ccnc2)OCc2ccsc2Cl)c(Cl)c1 (configuration not stated) = Tb PGK inh = .; BLM helicase inh = -8%; G9a inh = -29%[12.7 µM]; GLS inhibitor = 0%

Next section:
SMILES	Tb PGK inh	BLM helicase inh	G9a inh	GLS inhibitor
O=NN(CCCl)C(=O)NC1CCCCC1	.	3%	-37%[12.7 µM]	4%
Cc1ccc(S(=O)(=O)N2CCC(=O)N([C@H](COCc3ccc(Cl)cc3)Cc3ccccc3)CC2)cc1	.	-6%	11%[59 µM]	1%
COc1cc2ncnc(Nc3ccc(F)c(Cl)c3)c2cc1OCCCN1CCOCC1	.	4%	12%[59 µM]	-3%
O=C(O)c1ccccc1-c1c2cc(Br)c(=O)c(Br)c-2oc2c(Br)c(O)c(Br)cc12	.	28µM*	?	-28%
COC1C=CO[C@@]2(C)Oc3c(C)c(O)c4c(O)c(c5c(nc6cc(C)ccn65)c4c3C2=O)NC(=O)/C(C)=C\C=CC(C)C(O)[C@@H](C)C(O)C(C)[C@@H](OC(C)=O)C1C (some centres not stated)	.	6%	?	-12%
CN1C(=O)CN2CCc3ccccc3C2c2cc(Cl)ccc21 (configuration not stated)	.	4%	?	21%
CCCCN1CC(O)C(O)C(O)C1CO (configuration not stated)	.	-2%	-2%[12.7 µM]	8%
NC1=NC(S)C2N=CN=C2N1 (configuration not stated)	.	3%	25µM*	-16%
C[C@@H](CN(C)C)CN1c2ccccc2Sc2ccccc21	.	-10%[21.4 µM]	4%[21.5 µM]	4%[20 µM]
NC(CCC(=O)N[C@@H](CS)C(=O)NCC(=O)O)C(=O)O (some centres not stated)	.	-6%	-4%[2.33 µM]	-17%
O=C(O)[C@@H](O)[C@@H](O)[C@@H](O[C@H]1O[C@@H](CO)[C@@H](O)[C@@H](O)[C@@H]1O)[C@@H](O)CO	.	0%[21.4 µM]	21%[21.5 µM]	-2%[20 µM]
CC(NNC(=O)c1ccccc1)c1ccccc1 (configuration not stated)	.	3%	4%[12.7 µM]	64%[activator]
CCOC(=O)O[C@]1(C(=O)OCCl)CC[C@@H]2[C@H]3CCC4=CC(=O)C=C[C@]4(C)[C@@H]3[C@@H](O)C[C@@]21C	.	-14%	18%[59 µM]	-3%
CN1C(=O)C[C@H](c2ccccc2)C1=O	.	-3%	-19%[12.7 µM]	5%
C=C1C(n2cnc3c(=O)[nH]c(N)nc32)C[C@H](O)[C@H]1CO (some centres not stated)	.	0%	-36%[12.7 µM]	11%
NCCO/C=C/[C@H](N)C(=O)O	.	7%	31%[59 µM]	1%
Cc1cn([C@H]2C[C@H](N=[N+]=[N-])[C@H](CO)O2)c(=O)[nH]c1=O	.	2%	38%[59 µM]	0%
COc1ccc2cc1Oc1ccc(cc1)CC1c3c(cc4c(c3Oc3cc5c(cc3OC)CCN(C)C5C2)OCO4)CCN1C (configuration not stated)	.	109%[activator]	-10%[2.33 µM]	-4%
CC(C(=O)O)c1ccc2c(c1)Cc1cccnc1O2 (configuration not stated)	.	5%	?	6%
NC(=O)CCCCC1CCSS1 (configuration not stated)	.	5%	14%[59 µM]	11%
FCOC(C(F)(F)F)C(F)(F)F	.	0%	-6%[12.7 µM]	0%
CO/N=C(/C(=O)N[C@@H]1C(=O)N2C(C(=O)O)=C(CSc3nc(C)c(CC(=O)O)s3)CS[C@H]12)c1csc(N)n1	.	-1%	?	-18%
NC(=O)OC[C@H](O)COc1ccc(Cl)cc1	.	5%[21.4 µM]	31%[21.5 µM]	-7%[20 µM]
c1ccc2[nH]ccc2c1	.	5%	4%[12.7 µM]	4%
CCC(O)c1ccccc1 (configuration not stated)	.	-1%&1%&-8%	25%[59 µM]	1%

The list continues.
SMILES	Tb PGK inh	BLM helicase inh	G9a inh	GLS inhibitor
CC(=O)NC[C@@H]1CN(c2ccc(N3CCOCC3)c(F)c2)C(=O)O1	.	5%	22%[59 µM]	4%
CC[C@@]1(c2ccccc2)NC(=O)N(C)C1=O	.	-7%	16%[59 µM]	-9%
Cl/C(=C\n1cncn1)c1ccc(Cl)cc1Cl	.	-12%	-32%[12.7 µM]	3%
CCCCCCCCCCCCOCCCN	.	1%	1%[12.7 µM]	3%
Nc1ccn([C@@H]2O[C@H](CO)[C@H](O)C2(F)F)c(=O)n1	.	3%	8%[12.7 µM]	3%
CC(C)CCC[C@@H](C)[C@H]1CC[C@H]2[C@@H]3CC=C4C[C@@H](O)CC[C@]4(C)[C@H]3CC[C@]12C	.	-2%	26%[59 µM]	-2%
CCN1C(=O)C(CC(=O)NCCc2ccccc2)N(NC(=O)c2ccc(Br)cc2)C1=S (configuration not stated)	3%	.	.	-2%
CCOC(=O)CNC(=O)N1C[C@H]2CON(C)[C@H]2C[C@H]1c1ccccc1Br	0%	.	.	-11%
CCN(CC)C(=O)Cn1cc(C(=O)C(=O)Nc2ccc3c(c2)OCO3)c2ccccc21	i	.	.	1%
CC(C)C1C(=O)N(Cc2cn(CCC3OCCCO3)nn2)CCS(=O)(=O)N1Cc1ccc(-c2ccc(Cl)c(Cl)c2)cc1 (configuration not stated)	-8%	.	.	-5%
O=C1CC2CCCC(C1)S2=O (configuration not stated)	-5%	.	.	-2%
C#CCN(C[C@@H]1[C@@H](OC(=O)NC2CCCC2)[C@@H](OC(=O)NC2CCCC2)Cn2c(=O)ccc(=O)n21)S(=O)(=O)c1ccc(C)cc1	1%	.	.	-1%
O=C(CN1CCN(c2ccccc2)CC1)Nc1ccccc1C(=O)NCCc1ccccc1	7%	.	.	1%
O=C(CN1CCOCC1)N1c2ccccc2Sc2ccc(Cl)cc21	4%	.	.	-2%
COC(=O)C(NC(=O)c1ccccc1)C(C)(C)SCc1ccccc1 (configuration not stated)	-1%	.	.	-2%
CNS(=O)(=O)c1ccc(CNC[C@H]2O[C@@H](n3cc(C)c(=O)[nH]c3=O)C[C@@H]2O)cc1	4%	.	.	-3%
CC1C(=O)N(Cc2cn(CCC3OCCCO3)nn2)CCS(=O)(=O)N1Cc1ccc(-c2ccc(Cl)c(Cl)c2)cc1 (configuration not stated)	0%	.	.	-1%
O=C(COC(=O)c1ccc(Cl)c(S(=O)(=O)N2CCCCC2)c1)NC1CCCCC1	-14%	.	.	-24%
Clc1ccc(C(c2cccs2)N2CCNCC2)cc1 (configuration not stated)	i	.	.	1%
O=C(NCc1nnnn1-c1ccc(Cl)cc1)c1ccc2c(c1)OCO2	-4%	.	.	0%
COc1ccc(NC(=O)N(C)C[C@H]2OCc3cn(nn3)CCCC(=O)N([C@@H](C)CO)C[C@@H]2C)cc1	5%	.	.	10%
CC1=C(C(=O)OCc2ccccc2)C(c2ccc(C)cc2)NC(=O)N1 (configuration not stated)	-1%	.	.	-2%
CCN(CC)CCn1c(=S)[nH]c2cc(C(=O)NCc3ccccc3)ccc2c1=O	6%	.	.	13%

2 of the compounds above, bar-delimited.
SMILES | Tb PGK inh | BLM helicase inh | G9a inh | GLS inhibitor
O=C1CC2CCCC(C1)S2=O (configuration not stated) | -5% | . | . | -2%
C#CCN(C[C@@H]1[C@@H](OC(=O)NC2CCCC2)[C@@H](OC(=O)NC2CCCC2)Cn2c(=O)ccc(=O)n21)S(=O)(=O)c1ccc(C)cc1 | 1% | . | . | -1%

High-throughput results deposited in PubChem BioAssay by National Center for Advancing Translational Sciences (NCATS).
